# Assay outcomes as filed in PubChem.
# GRIN3A LBD mod: NR3A (human) ligand-binding domain modulation. NR3A LBD differential scanning fluorimetry, Tm shift; 0% = protein alone, 100% = glycine-bound protein. Tm shift relative to glycine control, % at 25 µM. 340,000 compounds, 2.5% hits;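 active means melting temperature shift of at least 10% of the positive control shift, at one fixed dose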
# MPTP inh: permeability transition pore inhibition. inhibition, % at 10 µM. 360,000 compounds, 1.4% hits. isolated mouse mitochondria, Ca2+ swelling absorbance, 30 min;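 active means inhibition of 50% or more, scaled per plate between neutral and stimulator controls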;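 further: 0% = DMSO wells given calcium and 100% = 1 mM EGTA wells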
# Starred values were filed as active, the others as inactive; & = joins results of further samples. The list is partial (hit frequency here may not be typical).
SMILES,GRIN3A LBD mod,MPTP inh
CC12CCC(C)(O1)C1C(=O)N(c3nccs3)C(=O)C12 (stereo unspecified),1,-0.3
Cc1ccc(S(=O)(=O)N2CCN(C(=O)COC(=O)c3ccc(Cl)c(S(N)(=O)=O)c3)CC2)c(C)c1,-1,-0.3
O=[N+]([O-])c1cccc2[nH]ncc12,1,-0.4
CN(C(=O)c1cccc(NC(=O)Cc2ccc(NC(=O)C3CCCN(C(=O)C4CC4)C3)cc2)c1)C1CCCCC1 (stereo unspecified),-3,-1.3
CN(C(=O)c1cccc(NC(=O)Cc2ccc(NC(=O)C3CCCN(C(=O)C4CCCCC4)C3)cc2)c1)C1CC1 (stereo unspecified),0,0.5
CCOC(=O)c1cc(-c2ccccc2)nc2c(O)cccc12,1,1.6
Nc1ccc2[nH]c(=S)sc2c1,2,-1.0
Cc1cc(C)cc(NS(=O)(=O)CCCS(=O)(=O)Nc2cc(C)cc(C)c2)c1,4,3.3
CCOC(=O)C1CCCN(C(=O)C2CCN(S(=O)(=O)c3ccc(Cl)c(C(F)(F)F)c3)CC2)C1 (stereo unspecified),0,10
O=C(Cc1ccc(S(=O)(=O)N2CCOCC2)s1)N1CCN(S(=O)(=O)c2ccccc2[N+](=O)[O-])CC1,0,-0.9
CC(=O)OCCNc1cc(N2CCN(C)CC2)c2noc3c2c1C(=O)c1ccccc1-3,0,4.7
O=C(O)C1Nc2c(Cl)cc(Cl)cc2C2C=CCC12 (stereo unspecified),-1,-0.8
O=[N+]([O-])c1ccc(CS(=O)Cc2ccccc2)cc1 (stereo unspecified),1,-1.2
S=c1cn[nH]c2ccccc12,3,-0.1
CC(=O)OC(C=C(C)C)C/C(C)=C/COc1c2ccoc2cc2oc(=O)ccc12 (stereo unspecified),-3,-0.5
CN(C)c1ccc(C(=O)C(O)c2ccccc2Cl)cc1 (stereo unspecified),1,1.3
CC(=O)c1ccccc1OCCCOc1cccc2cccnc12,-1,5.4
O=C(N/N=C/c1c(O)n(-c2ccccc2Cl)c(=O)c2ccccc12)c1cccnc1,-5,-0.7
Cc1cc(Cc2cc(C)c(O)c(CO)c2)cc(CO)c1O,2,4.5
CCOC(=O)C1=C(COC(=O)c2ccc(Cl)c(S(=O)(=O)N3CCOCC3)c2)NC(=O)NC1C (stereo unspecified),-1,-1.1
Cc1nn(C(=O)C(C)N2C(=O)c3ccccc3C2=O)c(C)c1Br (stereo unspecified),4,-1.8
CN(C(=O)c1cccc(NC(=O)Cc2ccc(NC(=O)C3CCN(C(=O)CCc4ccccc4)CC3)cc2)c1)C1CCC1,-7,0.7
CN(Cc1ccccc1)C(=O)c1cccc(NC(=O)Cc2cccc(NC(=O)C3CCN(C(=O)c4ccccc4)CC3)c2)c1,-1,-0.4
COc1ccccc1-c1cccc([C@@H]2C[C@H]3[C@H](CON3C)CN2S(=O)(=O)c2ccccc2C)c1,-3,0.6
CCC(=NOCc1ccccc1)C(=O)NNS(=O)(=O)c1ccc(C)cc1,-3,-0.7

# Among those listed so far, nine have nitrogen in an aromatic ring:
SMILES,GRIN3A LBD mod,MPTP inh
CC12CCC(C)(O1)C1C(=O)N(c3nccs3)C(=O)C12 (stereo unspecified),1,-0.3
O=[N+]([O-])c1cccc2[nH]ncc12,1,-0.4
CCOC(=O)c1cc(-c2ccccc2)nc2c(O)cccc12,1,1.6
Nc1ccc2[nH]c(=S)sc2c1,2,-1.0
CC(=O)OCCNc1cc(N2CCN(C)CC2)c2noc3c2c1C(=O)c1ccccc1-3,0,4.7
S=c1cn[nH]c2ccccc12,3,-0.1
CC(=O)c1ccccc1OCCCOc1cccc2cccnc12,-1,5.4
O=C(N/N=C/c1c(O)n(-c2ccccc2Cl)c(=O)c2ccccc12)c1cccnc1,-5,-0.7
Cc1nn(C(=O)C(C)N2C(=O)c3ccccc3C2=O)c(C)c1Br (stereo unspecified),4,-1.8

# Later entries
SMILES,GRIN3A LBD mod,MPTP inh
COc1ccc(CCNC(=O)c2ccc(NC(=O)CC3SC(N4CCCC4)=NC3=O)cc2)cc1OC (stereo unspecified),-1,-1.2
CC(C)(C)OC(=O)N1CCCC(C(=O)Nc2cccc(C(=O)N3CCOCC3)c2)C1 (stereo unspecified),-1,2.1
CCOC(=O)/C(=C/c1ccc(N2CCC(c3ccccc3)=N2)cc1)C(C)=O,-4,5.2
CCCCc1c(C)nc2nc(SCc3ccc(Cl)cc3)[nH]n2c1=O,-3,4.2
O=C(C1CC(=O)N(c2ccc3c(c2)OCCO3)C1)N1CCN(S(=O)(=O)c2cccc(F)c2)CC1 (stereo unspecified),-1,-1.7
CCOC(=O)c1c(-c2ccccc2)csc1NC(=O)/C(C#N)=C\c1ccc(O)c(OC)c1,18*,4.2
CN(C)c1ccc(N=C/C=C2/N(C)c3ccccc3C2(C)C)cc1,-6,82*
CC(O)(c1ccccc1)C(C(c1ccccc1)N1CCOCC1)N1CCOCC1 (stereo unspecified),0,-0.1
COc1ccc(C(CNC(=O)c2ccc(S(=O)(=O)Nc3cccc(C)c3C)cc2)N2CCOCC2)cc1 (stereo unspecified),-4,-1.6
Oc1cccc2oc(=S)[nH]c12,6,-0.8
O=c1c2[nH]c3ccc(Cl)cc3c2ncn1Cc1ccccn1,2,0.2
CN(Cc1ccccc1)S(=O)(=O)c1ccc(Cl)c(C(=O)NCCCN2CCCC2=O)c1,-1,-0.6
Cn1c(=O)[nH]c(=O)c2c1nc(NCc1ccco1)n2CCCc1ccccc1,-3,-9.3
CCOC(=O)C(C(=O)OCC)C(c1ccccc1)N1CCN(c2ccccc2)CC1 (stereo unspecified),-1,-3.0
COc1cc(CNc2ccc(N3CCCC3)cc2)ccc1OCc1ccccc1,-11,2.4
Cc1cc(C)c(C(=O)c2cccs2)c(C)c1,0,-2.9
Cc1ccc(C)c(/C(O)=C2\C(=O)C(=O)N(CCCN3CCOCC3)C2c2cccnc2)c1 (stereo unspecified),1,-2.3
Oc1c(Cl)c(Cl)c2ncccc2c1Cl,2,-1.6
CCOC(=O)c1sc2nc(CC(=O)OC)nc(NCCN3CCOCC3)c2c1C,-1,-1.5
Cc1c(NS(=O)(=O)c2cccc(C(=O)Nc3ccc(SC(F)F)cc3)c2)c(=O)n(-c2ccccc2)n1C,-5,-0.6
C/C(Cn1nnc([N+](=O)[O-])n1)=N\NC(=O)c1ccc(C)cc1,-8,1.3
CCCSc1nc2c([nH]1)c(=O)n(C)c(=S)n2C,1,-0.2
COc1ccccc1CNCCS(=O)(=O)NCc1ccccc1,3,-0.5
Cn1cc(C(=O)C(=O)N2CCCCC2)c2ccccc21,-1,-2.9
COC(=O)c1sccc1NC(=O)/C=C\c1ccc(Cl)cc1Cl,-2,5.4

# Records above that bear a hit mark in MPTP inh:
SMILES,GRIN3A LBD mod,MPTP inh
CN(C)c1ccc(N=C/C=C2/N(C)c3ccccc3C2(C)C)cc1,-6,82*

# A different layout for part of the listing above.
canonical_smiles	GRIN3A LBD mod	MPTP inh
Oc1c(Cl)c(Cl)c2ncccc2c1Cl	2	-1.6
CCOC(=O)c1sc2nc(CC(=O)OC)nc(NCCN3CCOCC3)c2c1C	-1	-1.5

# Later entries.
SMILES,GRIN3A LBD mod,MPTP inh
O=C(NCC1CCCCC1)NCC1CCCCC1,-1,0.7
O=C1CC2(CCCCC2)CC(=O)N1CCc1ccccc1,4,-1.9
CCCC(=O)N1CCCC(C(=O)c2cccc(OC(C)C)c2)C1 (stereo unspecified),-5,-0.5
O=C(CNc1cc(S(=O)(=O)N2CCOCC2)ccc1N1CCCC1)Nc1ccc(Cl)cc1,-2,0.3
O=C(CCc1ccccc1)NC(c1cccs1)c1cc(Cl)c2cccnc2c1O (stereo unspecified),-5,10
C(C#CCCCCCCCCC[n+]1ccccc1)#CCCCCCCCCC[n+]1ccccc1,-21&-15,1.2&0.4
O=C(NC(Cc1ccc(O)cc1)C(=O)N=Nc1c(O)[nH]c2ccccc12)c1ccccc1 (stereo unspecified),-5,-0.7
CCOC(=O)C1CCN(Cc2nc3ccccc3c(=O)n2-c2ccc(OCC)cc2)CC1,-1,0.1
N#CC1(Nc2ccc(S(N)(=O)=O)cc2)CCCC1,0,-1.7
CCN(C(=O)CSc1nc2ccc([N+](=O)[O-])cc2s1)c1c(N)n(Cc2ccccc2)c(=O)[nH]c1=O,5,0.0
N#C/C(=C/c1cccn1-c1cccc(C(=O)O)c1)c1ccc(F)cc1,0,-0.6
O=c1[nH]c(=O)c2[nH]c(=S)[nH]c2[nH]1,2,-4.7
COc1cc(C(C(=O)NC(C)(C)C)N(C(=O)CNC(=O)c2cccs2)c2ccc(C(C)C)cc2)cc(OC)c1OC (stereo unspecified),-3,-0.1
COc1cc(OC)c(OC)cc1/C=C1\CC(C)C/C(=C\c2cc(OC)c(OC)cc2OC)C1=O (stereo unspecified),4,0.5
CCCOc1ccc(/C(O)=C2/C(=O)C(=O)N(CCN(C)C)C2c2ccc(O)c(OC)c2)cc1 (stereo unspecified),2,5.7
CCOc1cc(/C=N/Nc2ccccc2Cl)ccc1OCC(=O)O,-2,1.6
CC[C@H](C)[C@H]1CNC(=S)N1CC1CCN(CC2CCC(C)CC2)CC1 (stereo partly specified),1,-0.1
C/C(=N\Nc1cccc(Cl)c1)c1ccc(-n2ccnc2)cc1,1,1.8
CCn1c(=O)c(C(=O)Nc2cccnc2)c(O)c2ccccc21,1,-0.6
O=[N+]([O-])c1ccc(COc2ccccc2CN2CCCCC2)cc1,1,0.3
c1ccc2cc(N3CCCCC3)ccc2c1,-9,-1.7
CC(=O)c1ccc(OCCCC(=O)OCC(=O)N2CCN(S(=O)(=O)c3ccc(C)cc3C)CC2)cc1,-1,-1.0
COc1ccc(S(=O)(=O)NCC2CCC(C(=O)N3CCC4(CC3)OCCO4)CC2)cc1 (stereo unspecified),-1,3.1
S=c1[nH]nc(CSCc2ccccc2Cl)n1C1CCCCC1,-6,-1.9
CC1(C)CC(N=c2cc(-c3ccccc3)oc3ccc(Cl)cc23)CC(C)(C)N1,-4,24
# Further results
SMILES,GRIN3A LBD mod,MPTP inh
CCC(C(=O)OCC(=O)Nc1ccc(SC(F)F)cc1)c1ccccc1 (stereo unspecified),12*,78*
O=[N+]([O-])c1cccc(C=NNc2ccccc2)c1,34*,4.4
O=C(O)c1ccc(NN=CC2=C(N3CCOCC3)/C(=C/c3ccccc3)CC2)cc1,4,-0.7
CCOC(=O)c1ccccc1NC(=O)Cn1cnc2c(cnn2-c2ccc(F)cc2)c1=O,1,-13
CCNC1CCC(Nc2ccnc3cc(Cl)ccc23)CC1 (stereo unspecified),1,41
COc1ccc(C(C[N+](=O)[O-])C2(c3ccc(OC)c(OC)c3)C(=O)c3ccccc3C2=O)cc1 (stereo unspecified),0,2.3
CC(C)c1ccc(Nc2nnc(SCC(=O)c3nnc(-c4ccccc4)o3)s2)cc1,20*,1.2
ClCC(CNCc1ccccc1)c1ccccc1 (stereo unspecified),-1,0.9
COc1ccc(CC(=O)NCc2nnc(SCC(=O)N3CCN(c4ccccc4)CC3)n2C)cc1,1,-1.5
Cc1ccccc1-n1c(SC(C)C(=O)NCC2CCCO2)nnc1-c1ccncc1 (stereo unspecified),-1,0.0
N#C/C(=C/c1ccc(-c2cccc([N+](=O)[O-])c2)o1)C(=O)Nc1nc(-c2cccs2)cs1,23*,3.5
Cc1ccc(NC(=O)Cn2c(=O)ccn(Cc3ccccc3)c2=O)cc1S(=O)(=O)N1CCOCC1,7,0.3
N#Cc1c(N2CCN(c3ccc([N+](=O)[O-])cc3)CC2)[n+](=O)c2ccc(Cl)cc2n1[O-],-3,-2.9
O=C1C(=NO)CCCc2ccccc21,-1,-1.2
Nc1ccc(S(=O)(=O)NN=CC=Cc2ccccc2[N+](=O)[O-])cc1,1,0.0
CN(Cc1ccccc1F)C(=O)c1ccc(NC(=O)CC2SC(N3CCCCC3)=NC2=O)cc1 (stereo unspecified),-5,1.1
CN(C)c1nc(=Nc2cccc(Cl)c2)ss1,-11,-0.1
COc1cc(/C=c2\sc3nc(=O)c(-c4ccccc4)nn3c2=O)ccc1OCCC(C)C,-1,1.3
CC(=O)NC1C(=O)N(CCc2ccccc2)c2ccc(Br)cc21 (stereo unspecified),-2,-1.6
CN1C(C)(C)CC(=NO)CC1(C)C,1,-0.3
CN1OC[C@@H]2CN(C(=O)C(C)(C)C)[C@H](c3cccc(Br)c3)C[C@@H]21,-1,0.0
CCc1cccc2c1NC(=O)C2=O,1,0.2
OCCCNc1nc(-c2ccc(Cl)cc2)nnc1-c1ccc(Br)cc1,-2,6.9
Cc1cc2[nH]c(=S)[nH]c2cc1C,2,0.7
Cn1c2ccccc2c(=O)c2c(=O)n(C3CCCCCC3)c(C3CCCCC3)nc21,-8,88*
# Additional records follow.
SMILES,GRIN3A LBD mod,MPTP inh
O=c1oc(/C=C/c2ccccc2)nc2ccccc12,1,-2.9
COc1ccc(C2NCCCC2c2ccccc2)cc1 (stereo unspecified),10,-0.9
Nc1n[nH]c(=S)n1/N=C1/C(=O)Nc2ccccc21,26*,-2.6
CC(O)C(C(=O)OCc1ccc([N+](=O)[O-])cc1)N1C(=O)c2ccccc2C1=O (stereo unspecified),-1,10
COc1ccc2c(c1)C(=O)C1NC(=O)NC(=O)C1(Br)N2 (stereo unspecified),0,-0.4
CC(=O)Nc1ccc(Cl)cc1-c1ccccc1,-1,0.3
COc1ccccc1/C=C/C(=O)OCC(=O)Nc1cc(C(F)(F)F)ccc1N1CCOCC1,-4,2.4

# Compound profiles (already shown). Order of screens: GRIN3A LBD mod	MPTP inh
# `COc1cc(CNc2ccc(N3CCCC3)cc2)ccc1OCc1ccccc1` reads -11	2.4
# `O=C(Cc1ccc(S(=O)(=O)N2CCOCC2)s1)N1CCN(S(=O)(=O)c2ccccc2[N+](=O)[O-])CC1` reads 0	-0.9
# `CC(O)(c1ccccc1)C(C(c1ccccc1)N1CCOCC1)N1CCOCC1` (stereo unspecified) reads 0	-0.1
# `O=C1CC2(CCCCC2)CC(=O)N1CCc1ccccc1` reads 4	-1.9
# `CCNC1CCC(Nc2ccnc3cc(Cl)ccc23)CC1` (stereo unspecified) reads 1	41
